# Screening data from PubChem BioAssay.
# PPARg SRC-1 ag: PPARgamma-driven SRC-1 recruitment agonism | activation, % at 8 µM | AID 631 | 200,000 compounds, 0.41% hits | PPARgamma-SRC-1 coactivator recruitment biochemical assay; in the data active = activation above about 19%;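 note: 0% = DMSO and 100% = reference agonist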
# PPARg SRC-3 ag: PPARgamma-driven SRC-3 recruitment agonism | activation, % at 8 µM | 200,000 compounds, 0.26% hits | biochemical PPARgamma/SRC-3 coactivator recruitment assay; in the data active = activation above about 23%;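 note: 0% = DMSO and 100% = reference agonist; some compounds past the cut are filed as inactive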
# S1P3 antagonist: S1P3 (human) receptor antagonism; 170,000 compounds, 0.27% hits; inhibition, % at 4.98 µM; CHO S1P3 NFAT-BLA reporter, FRET fluorescence, antagonist mode;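 active = inhibition above the plate cutoff, the mean inhibition of test wells on that plate plus 3 SD, cut at about 28% in these data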;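 note: cells challenged with S1P at its EC80 of 0.8 µM; blue over green emission ratio from cleaved BLA substrate after 4 h stimulation; 0% = S1P-stimulated wells and 100% = unstimulated DMSO-only wells; some compounds past the cut are filed as inactive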
# bIAP inh: intestinal alkaline phosphatase (bovine) inhibition. inhibition, % at 20 µM. 190,000 tested, under 10 active. purified bovine IAP, CDP-star luminescence, 30 min;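 active = over 50% inhibition of intestinal alkaline phosphatase at 20 µM in the single-dose screen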
#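 System: Purified bovine intestinal alkaline phosphatase (IAP) enzyme | Input: IAP diluted 1/65,000,000 in the well | Also added: CDP-star chemiluminescent phosphatase substrate, 30 µM final | Dosing: 20 µM single dose | Times: Enzyme reaction for 30 min at room temperature | Detection: Luminescence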
# ROMK primary: modulates human ROMK potassium channel activity. AID 1918. Tet-inducible ROMK, thallium flux fluorescence; actives lie on both sides. B-score at 10 µM. 130,000 compounds, 2% hits;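 active = signal ratio slope over the read window, or its plate-corrected B-score, at least 3 SD from the plate mean, either direction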;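 note: B-score of the F/F0 ratio slope over 7 to 12 s after thallium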
# bIAP activator: intestinal alkaline phosphatase (bovine) activation; activation factor at 20 µM; 200,000 compounds, 0.17% hits; purified bovine IAP, CDP-star luminescence, 30 min; hits give high values; fold of DMSO-control signal, blank-subtracted;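 active = activation factor of 2 or more at 20 µM, a signal rise over negative controls twice the positive control's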
# Lmaj promast: Leishmania major promastigote growth inhibition; Leishmania major promastigotes, resazurin fluorescence viability; inhibition, % at 10 µM; 200,000 compounds, 9% hits; AID 1063; in the data active = inhibition above about 50%;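 note: promastigotes grown with compound for 44 hours at 28 °C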
# SRC2 TRFRET art: counter-screen for PPARgamma SRC-2 recruitment agonists: TR-FRET artefact; hits give high values; TR-FRET ratio at 8 µM; 200,000 compounds, 0.4% hits; AID 1049; in the data active = TR-FRET ratio above about 2000; note: inactives centre near 1500; reference of the scale not given here
# PPARg SRC2 recr: agonists of SRC-2 recruitment by human PPARgamma. AID 1032. 200,000 compounds, 0.34% hits. activation, % at 8 µM. P37231. PPARgamma LBD-SRC-2 recruitment, biochemical; in the data active = activation above about 22%;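 note: 0% = vehicle and 100% = reference agonist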
# DTT redox prof: compounds producing H2O2 with reducing agent – biochemical, NIH compound library profiling, artefact control for MLSCN library redox annotation, primary screen; DTT-dependent redox cycling H2O2, phenol red/HRP absorbance; 100% = 100 µM peroxide control, 0% = buffer; activation, % at 10 µM; 200,000 compounds, 0.03% hits; AID 878;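 active = activation of at least 50% relative to the plate's high and low controls in the primary single-dose screen; inactive = activation below 50%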;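 note: compound incubated with DTT at 0.8 mM final as the reducing agent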
# TLR4 MyD88 comp: blocks binding of human TLR4 to MyD88; HeLa CL3-4 TLR4/MyD88 BLA complementation, FRET ratio; 200,000 compounds, 0.18% hits; AID 861; inhibition, % at 8.4 µM; in the data active = inhibition above about 25%;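 note: 0% = vehicle and 100% = reference inhibitor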
# Target sequence (O00206 whole entry, looked up): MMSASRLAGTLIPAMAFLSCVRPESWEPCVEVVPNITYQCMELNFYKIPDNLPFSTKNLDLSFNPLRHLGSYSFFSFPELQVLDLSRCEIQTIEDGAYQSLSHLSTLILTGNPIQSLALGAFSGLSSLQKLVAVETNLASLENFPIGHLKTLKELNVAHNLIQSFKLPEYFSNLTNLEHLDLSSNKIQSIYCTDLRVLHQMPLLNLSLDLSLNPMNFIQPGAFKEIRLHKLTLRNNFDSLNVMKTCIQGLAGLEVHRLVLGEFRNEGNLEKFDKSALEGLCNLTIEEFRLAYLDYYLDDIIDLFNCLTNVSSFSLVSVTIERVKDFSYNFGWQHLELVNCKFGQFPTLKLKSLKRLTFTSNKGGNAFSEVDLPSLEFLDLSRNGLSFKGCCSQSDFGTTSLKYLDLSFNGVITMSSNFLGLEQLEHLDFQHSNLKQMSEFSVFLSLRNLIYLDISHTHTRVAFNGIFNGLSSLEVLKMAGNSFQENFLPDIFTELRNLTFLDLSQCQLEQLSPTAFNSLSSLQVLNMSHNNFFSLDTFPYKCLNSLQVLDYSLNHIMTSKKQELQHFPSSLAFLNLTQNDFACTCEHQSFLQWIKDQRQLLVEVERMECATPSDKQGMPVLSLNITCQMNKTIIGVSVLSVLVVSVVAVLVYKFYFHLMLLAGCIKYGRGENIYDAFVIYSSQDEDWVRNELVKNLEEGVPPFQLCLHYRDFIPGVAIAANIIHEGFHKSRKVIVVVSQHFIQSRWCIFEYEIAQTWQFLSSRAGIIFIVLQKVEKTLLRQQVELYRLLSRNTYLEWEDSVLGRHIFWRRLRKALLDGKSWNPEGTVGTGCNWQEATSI
# Target sequence (Q99836 whole entry, looked up): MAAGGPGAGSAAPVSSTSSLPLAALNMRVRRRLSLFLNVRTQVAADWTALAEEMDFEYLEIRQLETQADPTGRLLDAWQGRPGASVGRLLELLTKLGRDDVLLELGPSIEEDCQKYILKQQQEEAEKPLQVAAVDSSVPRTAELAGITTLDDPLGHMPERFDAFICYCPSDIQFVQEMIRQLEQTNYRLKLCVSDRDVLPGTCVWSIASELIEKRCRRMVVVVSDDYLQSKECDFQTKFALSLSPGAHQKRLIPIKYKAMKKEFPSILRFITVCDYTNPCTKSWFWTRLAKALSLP
# * marks the source's active call; other numbers are inactive results; nt = not tested or not shown.
compound	PPARg SRC-1 ag	PPARg SRC-3 ag	S1P3 antagonist	bIAP inh	ROMK primary	bIAP activator	Lmaj promast	SRC2 TRFRET art	PPARg SRC2 recr	DTT redox prof	TLR4 MyD88 comp
COCCn1c(CN(Cc2ccccc2)Cc2ccccc2)nc2c1c(=O)n(C)c(=O)n2C	0.9	7.7	-21.5	-14.7	nt	1.1	16.2	1499	5.6	0.4	-10.6
O=C(Cn1cnc2c(nnn2-c2ccccc2)c1=O)NCc1ccco1	-3.6	0.7	-31.6	10.8	nt	0.9	17.4	1334	-1.8	-0.2	3.4
CC(C)NS(=O)(=O)c1ccc(OCC(=O)Nc2cccc3ccccc23)cc1	2.4	-1.3	nt	8.3	0.173	0.9	7.2	1571	5.1	0.0	-5.7
COc1ccc(C2=NOC(C(=O)NCc3ccco3)C2)cc1 (stereo not drawn)	-1.6	-4.9	nt	4.8	3.89*	1	-7.6	1379	-4.1	0.2	4.6
Cc1ncc([N+](=O)[O-])n1Cc1ccccc1F	-2.0	2.5	-0.5	-2.8	0.523	1	49.9	1520	-0.3	-0.1	-0.3
CC(C)(C)c1nc2cc(Cl)c([N+](=O)[O-])cc2o1	-8.9	0.5	-0.1	1.6	-0.147	1	-8.0	1379	0.3	-0.5	12.7
O=P(CO)(Cc1ccccc1)Cc1ccccc1	-8.5	-4.6	-10.0	4.8	nt	1	-5.8	1605	-1.5	-0.2	-8.7
CCN(CCO)C(=O)CC(c1ccccc1)c1cc(Br)ccc1O (stereo not drawn)	0.4	0.2	-15.4	-2.4	nt	1	50.1*	1586	2.0	0.1	-10.2
CC[C@H](C)[C@@H](NC(=O)O[C@@H]1C(=O)c2cc(Br)ccc2O[C@H]1c1cccc(OC)c1)C(=O)OC	-6.2	2.7	9.1	23.8	0.147	0.8	0.4	1314	-5.7	0.2	-5.8
CSc1cccc(NC(=O)c2nnn(Cc3ccccc3)c2N)c1	7.4	4.5	40.5	7.2	nt	0.9	4.2	1681	0.9	0.2	-2.9
O=C(CSc1nc2c([nH]c3ccccc32)c(=O)n1-c1ccccc1)N1CCOCC1	2.9	-0.8	-17.0	17.7	nt	0.8	-10.2	1561	-5.6	-2.0	-0.8
CCOCCCNCc1cc(Br)ccc1OCC	-1.5	1.2	15.4	-7.2	-0.61	1.1	13.3	1728	4.2	-1.0	4.5
O=C(Nc1ccccc1)C1(c2ccccc2)CC1(Cl)Cl (stereo not drawn)	5.5	-4.4	16.7	1.7	-1.1	1	3.8	1652	1.2	0.7	-2.5
CCOC(=O)c1sc(-c2ccccc2)cc1NC(=O)CSc1nnnn1C	11.3	10.0	0.3	9.9	nt	0.9	-0.7	1849	6.8	-0.2	-3.6
COc1cc2nc(/C=C/c3ccc(N(C)C)cc3)sc2cc1SC	-0.5	3.4	54.9*	40.3	nt	0.6	-6.6	1450	-2.1	2.2	64.1*
O=C(CNc1cc(S(=O)(=O)N2CCCC2)ccc1OCC(F)(F)F)Nc1cc(Cl)cc(Cl)c1	1.6	2.1	4.9	-7.1	-0.0062	1.1	-1.9	1544	9.4	0.6	0.8
CCC(C)NC(=O)c1ccc(-n2c(=S)[nH]c3ccccc3c2=O)cc1 (stereo not drawn)	-1.2	0.2	-5.4	-26.7	-0.192	1.3	-8.8	1444	1.9	0.1	-7.9
COC(=O)c1sc(NC(=S)NC(=O)c2ccccc2)nc1C	6.2	6.2	4.2	18.0	nt	0.8	-2.2	1760	15.7	0.3	-5.2
COC(=O)c1cccc(CSc2nnc(-c3ccco3)n2-c2ccccc2)c1	-0.3	-4.1	-2.9	1.8	nt	1	7.5	1518	4.5	-0.4	-5.3
CCCCN(CCCC)Cc1cc2ccccc2c2c1COC2	-6.5	5.9	nt	15.1	-0.337	0.8	27.4	1492	1.3	0.0	3.2

# Reprinted at random: four entries already listed, in no set order.
compound	PPARg SRC-1 ag	PPARg SRC-3 ag	S1P3 antagonist	bIAP inh	ROMK primary	bIAP activator	Lmaj promast	SRC2 TRFRET art	PPARg SRC2 recr	DTT redox prof	TLR4 MyD88 comp
CCOC(=O)c1sc(-c2ccccc2)cc1NC(=O)CSc1nnnn1C	11.3	10.0	0.3	9.9	nt	0.9	-0.7	1849	6.8	-0.2	-3.6
CCCCN(CCCC)Cc1cc2ccccc2c2c1COC2	-6.5	5.9	nt	15.1	-0.337	0.8	27.4	1492	1.3	0.0	3.2
CCC(C)NC(=O)c1ccc(-n2c(=S)[nH]c3ccccc3c2=O)cc1 (stereo not drawn)	-1.2	0.2	-5.4	-26.7	-0.192	1.3	-8.8	1444	1.9	0.1	-7.9
COc1cc2nc(/C=C/c3ccc(N(C)C)cc3)sc2cc1SC	-0.5	3.4	54.9*	40.3	nt	0.6	-6.6	1450	-2.1	2.2	64.1*

# Further entries follow.
compound	PPARg SRC-1 ag	PPARg SRC-3 ag	S1P3 antagonist	bIAP inh	ROMK primary	bIAP activator	Lmaj promast	SRC2 TRFRET art	PPARg SRC2 recr	DTT redox prof	TLR4 MyD88 comp
O=C(C1CCC(CNc2nc(=S)[nH]c3ccccc23)CC1)N1CCN(c2ccc(F)cc2)CC1 (stereo not drawn)	-2.5	-7.0	-12.8	-8.4	0.1	1.1	4.0	1511	-0.7	0.0	5.1
CC1CCN(Cc2c(O)ccc3c(=O)c(-c4nc5ccccc5s4)c(N)oc23)CC1	6.0	-1.4	21.4	-7.2	-0.132	1.1	60.3*	1846	17.2	-0.6	-4.0
CCc1sc(N(C(=O)Cc2ccccc2)c2cccc(F)c2)nc1-c1ccc(C)cc1	0.6	-9.7	nt	10.2	nt	0.9	3.3	1405	-6.4	-4.8	4.8
COc1ccc(CCN(Cc2cc3cc(C)cc(C)c3nc2Cl)C(=O)C2CC2)cc1	0.9	3.5	nt	1.5	-0.055	1	-3.6	1411	1.3	-4.5	-7.6
CC(=O)OCC(CCn1cnc2cnc(N)nc21)COC(C)=O	-6.3	0.8	-7.4	4.9	nt	1	nt	1487	-4.5	nt	nt
CC(=O)Nc1ccc2[nH]c(C)cc(=O)c2c1	3.0	-11.7	nt	7.2	0.149	0.9	0.6	1429	5.0	-0.1	2.1
CCOC(=O)N1CCC(NS(=O)(=O)c2ccc3c(c2)oc(=O)n3C)CC1	1.6	-2.7	1.9	3.9	nt	1	-4.4	1491	1.5	-0.7	3.6
COc1ccc(OC)c(C2=Nn3c(nnc3-c3cc(OC)c(OC)c(OC)c3)SC2)c1	4.5	14.6	43.5	6.5	nt	0.9	34.4	1632	9.4	0.9	-14.5
CCN(CC)S(=O)(=O)c1ccc(Cl)c(C(=O)Nc2cc(C)nn2-c2ccccc2)c1	11.6	7.2	3.4	20.2	nt	0.8	64.9*	1703	9.0	-0.9	-6.0
Cc1noc(C)c1COc1ccc(C(=O)OCC(=O)Nc2ccc3c(c2)OCO3)cc1	11.9	9.8	nt	11.2	nt	0.9	-3.7	1536	-1.4	-4.0	2.8
COc1cccc(OCCN2CCN(c3ncnc4c3cnn4-c3ccccc3)CC2)c1	4.0	4.6	nt	-12.4	0.54	1.1	19.5	1577	6.5	-3.8	-4.4
O=C(COC(=O)/C=C/c1ccc(Cl)cc1Cl)NCCC1=CCCCC1	-4.2	0.0	-5.8	3.1	nt	1	-3.1	1411	-2.4	0.7	-10.3
Cc1cccc(NC(=O)c2ccc(C(=O)c3ccccc3)o2)c1	1.9	2.2	0.8	1.3	0.581	1	-2.7	1634	-1.9	-0.7	-1.3
CCC1(C)Nc2ccccc2C(=O)N1O (stereo not drawn)	1.2	-2.1	-28.2	-0.7	nt	1	-3.0	1405	-1.2	1.1	6.8
Cc1ccc(C)c2[nH]c(=O)c(CCNC(=O)c3ccc(S(=O)(=O)N(C)C)cc3)cc12	6.9	9.5	-34.6	4.9	nt	1	33.4	1510	8.0	-0.4	-0.8
Cn1cc(CC(=O)NCCCN2CCCC2)c2ccccc21	0.8	-6.2	nt	6.5	nt	0.9	5.1	1363	-2.5	0.3	-1.1
Cc1nnsc1NC(=O)OCc1ccc(Cl)cc1Cl	1.7	-0.4	nt	6.2	nt	0.9	0.0	1710	0.7	1.7	-13.1
CC(CCc1ccccc1)NC(=O)c1cccnc1 (stereo not drawn)	-7.9	-8.6	0.6	11.8	0.0776	0.9	-5.0	1347	3.0	3.6	4.7
CC(C)CC(COCc1cccc(C(F)(F)F)c1)N1CCN(C(=O)c2cccc(C(F)(F)F)c2)CCC1=O (stereo not drawn)	-2.3	0.9	3.3	20.0	-0.335	0.8	9.6	1560	4.3	0.2	-7.0
C/C(=N\NC(=O)C1CC1c1ccccc1)c1ccc(C)s1 (stereo not drawn)	-0.5	-13.4	nt	4.4	1.19	1	-1.6	1353	0.6	-4.5	-4.9
O=C(Nc1nc2c(s1)CN(Cc1ccccc1)CC2)C1CCCC1	2.8	5.1	-9.2	-7.5	-0.209	1.1	10.4	1408	2.5	-1.1	-1.9
N#Cc1c(/N=C/N2CCOCC2)sc2c1CCCCC2	4.5	5.6	14.3	6.9	nt	0.9	2.4	1655	6.9	-1.6	12.7
Cc1ccc(CC2SC(N)=NC2=O)cc1 (stereo not drawn)	0.0	-2.4	-11.6	20.8	-0.74	0.8	-4.0	1565	-1.2	-0.2	-4.1
CCOC(=O)Cc1csc(NC(=O)Cn2cnc3c2c(=O)n(C)c(=O)n3C)n1	-17.1	-3.9	-4.1	-2.0	0.72	1	-3.9	1406	-8.3	8.5	6.1
CN1CCN(CCCCOc2ccccc2C=O)CC1	2.0	6.5	7.8	-12.3	0.596	1.1	99.6*	1645	8.3	-2.1	-1.9
Cc1nc2ccc(NC(=O)c3ccc([N+](=O)[O-])cc3[N+](=O)[O-])cc2s1	8.8	2.8	-10.9	1.2	-1.76	1	99.6*	1806	7.2	-0.9	-9.1
CC(=O)Nc1ccc(-c2csc(NNC(=O)c3ccccc3)n2)cc1	4.0	-1.8	6.9	-29.2	-0.417	1.3	0.1	1429	12.2	-0.3	13.9
COC(=O)c1ccc(C)c(NC(=O)CCNC(=O)c2ccc([N+](=O)[O-])cc2)c1	10.1	3.5	0.4	9.6	nt	0.9	2.4	1595	0.8	0.4	-6.4
O=C(CCCOc1ccccc1)OCn1nnc2ccccc2c1=O	2.8	1.0	-11.1	-0.9	0.519	1	-3.6	1485	0.4	-0.3	4.7
O=S(=O)(c1cccc(NC(=S)N2CCN(c3ccccc3F)CC2)c1)C(F)F	0.7	-0.9	0.5	5.6	nt	0.9	-1.7	1632	-0.5	0.3	-1.0
Cn1c(=O)c2c(ncn2Cc2ccccc2)n(C)c1=O	-4.1	7.5	nt	3.8	nt	1	4.0	1486	1.0	-0.2	4.8
O=C(COc1ccc(S(=O)(=O)N2CCCC2)cc1Cl)NCc1ccco1	1.6	-2.7	4.9	5.8	nt	0.9	-0.6	1379	9.1	-0.4	-4.0
CCCCn1nnc(NC(=O)CCC)n1	5.7	7.8	nt	14.8	nt	0.9	-3.3	1710	7.5	-0.6	-11.4
